Compound activity: PubChem, Sanford-Burnham Center for Chemical Genomics
CCR6 antagonist = antagonists of human CCR6 receptor; P51684; CHO-K1 CCR6 PathHunter beta-arrestin, luminescence, CCL20-stimulated; inhibition, % at 20 µM; 0.49% of 340,000 active; AID 493098;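 active = compounds whose inhibition of the agonist-driven luminescence signal at 20 µM reaches about 50%, limit read from the data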;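 also: cells stimulated with CCL20 at 14 nM final; plate controls were DMSO with CCL20 for no effect and DMSO without agonist for full effect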
EBI2 block = blocks human EBI2 receptor beta-arrestin signaling; inhibition, % at 5 µM; 0.81% of 360,000 active; EBI2 beta-arrestin recruitment, luminescence, 7a,25-OHC stimulated; P32249; in the data active = inhibition above about 38%;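 also: enzyme fragment complementation signal reports receptor beta-arrestin coupling in cells; 0% = agonist plus DMSO wells and 100% = wells without agonist; some results beyond the cut were filed as inactive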
UBC13 polyUb = blocks human UBC13 polyubiquitin chain formation; P61088; TR-FRET; inhibition, % at 20 µM; 0.47% of 330,000 active; AID 485273; in the data active = inhibition above about 45%, passing the limit was not always enough
Target sequence (P61088 whole entry, looked up): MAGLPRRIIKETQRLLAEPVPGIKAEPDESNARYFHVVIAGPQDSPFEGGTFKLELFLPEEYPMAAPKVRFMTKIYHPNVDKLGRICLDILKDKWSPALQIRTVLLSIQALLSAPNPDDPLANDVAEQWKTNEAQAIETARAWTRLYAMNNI
ATG4B inh = inhibitors of human ATG4B cysteine protease. ATG4B cleavage of LC3-PLA2, NBD-HPC fluorescence, 1 h. inhibition, % at 8.33 µM. 0.51% of 340,000 active. AID 504462; in the data active = inhibition above about 40%
APJ agonist = APJ receptor agonism | 0.11% of 330,000 active | activation, % at 20 µM | CHO-K1 APJ PathHunter beta-arrestin, luminescence; 0% DMSO wells, 100% apelin | P35414;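 active = activation more than six SD over the plate average, tested at 20 µM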;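 also: 0% = DMSO alone and 100% = apelin-13 at 10 nM; some results filed as inactive read as strong as hits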
Target sequence (P35414 whole entry, looked up): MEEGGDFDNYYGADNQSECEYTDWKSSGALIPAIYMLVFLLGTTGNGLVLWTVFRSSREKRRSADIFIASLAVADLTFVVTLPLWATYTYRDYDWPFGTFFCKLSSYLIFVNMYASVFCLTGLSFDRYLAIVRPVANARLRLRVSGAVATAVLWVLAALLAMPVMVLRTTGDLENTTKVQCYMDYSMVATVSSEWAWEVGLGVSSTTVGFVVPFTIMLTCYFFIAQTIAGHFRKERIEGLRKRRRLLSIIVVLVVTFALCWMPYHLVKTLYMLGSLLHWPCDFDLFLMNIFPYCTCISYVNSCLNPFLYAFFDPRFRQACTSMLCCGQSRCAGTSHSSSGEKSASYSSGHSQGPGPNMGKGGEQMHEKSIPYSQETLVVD
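Assay system: CHO-K1 APJ beta-arrestin complementation cell line / Compound: single test compound dose, 20 µM final, 1% DMSO / Times: overnight seeding, 90 min compound at 25 °C, 1 h detection / Technique: beta-gal luminescence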
APJ antag = APJ receptor antagonism | P35414 | CHO-K1 APJ beta-arrestin complementation, luminescence | inhibition, % at 20 µM | 0.32% of 330,000 active;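 active = inhibition above about 40% at 20 µM, limit read from the data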;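 also: cells challenged with 10 nM apelin-13 agonist together with compound; plate controls were apelin-13 plus DMSO wells for no effect and DMSO wells lacking apelin-13 for full effect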
Gli-Sufu block = Gli-Sufu pathway antagonism. Sufu-KO-LIGHT fibroblasts, Gli luciferase reporter luminescence. inhibition, % at 5 µM. 0.74% of 340,000 active. AID 588413;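 active = inhibition above about 55%, limit read from the data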;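 also: 0% = DMSO-treated cells and 100% = wells with medium but no cells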
CXCR6 block = CXCR6 (human) receptor inhibition. O00574. CHO-K1 PathHunter CXCR6 beta-arrestin, luminescence. inhibition, % at 20 µM. 0.36% of 360,000 active; in the data active = inhibition above about 34%, passing the limit was not always enough;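 also: antagonist mode with CXCL16 agonist at 10 nM final; 0% = 10 nM CXCL16 with DMSO and 100% = unstimulated wells without agonist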
Target sequence (O00574 whole entry, looked up): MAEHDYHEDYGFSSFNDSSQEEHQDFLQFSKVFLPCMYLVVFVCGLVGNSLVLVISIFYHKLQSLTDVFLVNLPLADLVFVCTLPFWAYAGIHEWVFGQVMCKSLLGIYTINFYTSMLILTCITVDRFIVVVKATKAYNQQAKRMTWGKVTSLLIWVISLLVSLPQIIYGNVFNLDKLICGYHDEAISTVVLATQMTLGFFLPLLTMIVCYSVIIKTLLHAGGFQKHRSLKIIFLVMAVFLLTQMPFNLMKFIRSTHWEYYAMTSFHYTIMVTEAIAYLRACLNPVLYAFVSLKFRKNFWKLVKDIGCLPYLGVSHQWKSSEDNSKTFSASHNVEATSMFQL
* = called active by the depositor; · = no result given.

SMILES	CCR6 antagonist	APJ agonist	APJ antag	UBC13 polyUb	ATG4B inh	Gli-Sufu block	CXCR6 block	EBI2 block
CCOC(=O)c1oc2ccccc2c1NC(=O)c1cccs1	13	-6	24	17	-7	3	-5	-7
CC(C)(C)C(C(=O)Oc1ccccc1)c1ccccc1 (configuration not stated)	15	-3	24	13	4	14	-8	-4
COc1ccc(C)cc1NC(=S)Nc1ccccc1SC	1	-3	-19	-7	-9	-3	6	2
CCN(CC(=O)Nc1c(F)cccc1F)C(=O)c1cccc(S(=O)(=O)N(C)c2ccccc2)c1	4	5	5	-8	-8	-2	-1	5
O=C(NCc1cccnc1)c1ccc(COc2ccc(Cl)cc2)cc1	22	-2	-5	-10	-18	24	-1	-2
CCC(C)c1ccccc1OCCn1ccnc1 (configuration not stated)	7	-3	16	4	2	-2	-4	-4
CCC(C)[C@H](NC(=O)NCCCc1ccccc1)C(=O)OC (some centres not stated)	8	1	-25	2	0	-2	0	-1
CCOC(=O)c1ccc(CNCc2ccc(C)cc2)cc1	13	-1	4	8	-8	1	-4	-2
COc1ccc(C(=O)OCC(=O)Nc2ccc(F)cc2F)cc1OC	5	0	-16	-6	2	1	0	11
Cc1ccc(NC(=O)COC(=O)/C=C/c2cccc(Cl)c2)cc1S(=O)(=O)N1CCOCC1	2	2	4	-11	-16	-4	-2	18
CCN(CC)S(=O)(=O)c1ccc(C(=O)NC(=S)N(CCO)Cc2ccccc2)cc1	15	-4	38	2	-8	2	4	-10
O=C1CC(c2ccc(F)cc2)CC2=C1C=Nc1ccccc1N2 (configuration not stated)	2	-5	29	20	-5	22	-7	81*
CCC(=O)Nc1cccc(-n2nnnc2SCC(=O)c2ccc(C)c(C)c2)c1	4	-5	5	3	-14	-20	4	6
COc1cc(OC)c(C2=NOC(C(=O)N3CCCc4ccccc43)C2)cc1Cl (configuration not stated)	13	3	-14	-9	14	3	-4	3
CC1(C)NC(=O)N(CC(=O)OCC(=O)NC(=O)c2ccccc2)C1=O	-2	5	7	3	-12	-5	7	-8
CCc1ccc(CN(C)C(=O)c2cc(COc3ccc(-n4cncn4)cc3)on2)cc1	13	3	5	4	-13	10	-18	4
Cc1ccc(C)c(N2CCN(C(=O)c3cn(C)c4ccc(S(=O)(=O)N(C)C)cc4c3=O)CC2)c1	7	-3	4	10	-6	6	-4	-10
CCOC(=O)C(C)Sc1ncnc2c1c(-c1ccccc1)cn2-c1ccc(OC)cc1 (configuration not stated)	7	-3	-2	6	-6	1	12	34
Cc1ccc2cc(CN(CC3CCCO3)C(=S)NCc3ccco3)c(=O)[nH]c2c1C (configuration not stated)	18	-2	4	1	-11	10	-1	6
CCN(CC)C(=O)C1CC(=O)OC12CCCCC2 (configuration not stated)	-26	-4	-6	6	-15	-11	-9	-12
CCCSC1C(C)=C(C)C(=O)N1Cc1ccccc1 (configuration not stated)	12	-1	14	-4	1	4	5	-6
COc1ccc(C(=O)N(C)C2(C)CCS(=O)(=O)C2)cc1OC (configuration not stated)	5	-3	-5	0	4	-8	1	-10
COc1ccc(NC(=O)CCN2C(=O)C3C4CCC(C4)C3C2=O)cc1 (configuration not stated)	5	2	0	-8	3	2	3	-11
Cc1ccc(O)c(C(=O)c2cnc3c(c2)CN(CCC(C)C)C(=O)N3)c1	3	-4	-8	-3	-7	-10	-2	-1
COc1ccccc1NC(=O)c1cc2c(CO)cnc(C)c2oc1=Nc1cc(OC)c(OC)c(OC)c1	-2	-3	3	4	4	-6	2	-2
CCN(CC)C(=O)CN1C(=O)C(=O)c2ccccc21	6	-2	-19	-8	3	-7	3	-3
COC(=O)c1ccc2nc(NC(=O)C3CCCCC3)sc2c1	18	1	15	-1	3	-84	0	29
N/C(CCS(=O)(=O)c1ccc(Cl)cc1)=N\OC(=O)c1ccccc1C(F)(F)F	5	-1	-25	-1	-1	-15	-2	-6
Cc1cccc(C(=O)NNc2ncnc3c2cnn3C)c1	2	-1	5	0	0	2	0	-1
CC(=O)N1C(=O)NC2=C(C(=O)CCC2)C1c1cccc([N+](=O)[O-])c1 (configuration not stated)	12	-5	5	-6	0	19	-7	-8

Arranged by length of the SMILES (falling): part of the list above.
SMILES	CCR6 antagonist	APJ agonist	APJ antag	UBC13 polyUb	ATG4B inh	Gli-Sufu block	CXCR6 block	EBI2 block
CCN(CC(=O)Nc1c(F)cccc1F)C(=O)c1cccc(S(=O)(=O)N(C)c2ccccc2)c1	4	5	5	-8	-8	-2	-1	5
CC(=O)N1C(=O)NC2=C(C(=O)CCC2)C1c1cccc([N+](=O)[O-])c1 (configuration not stated)	12	-5	5	-6	0	19	-7	-8
COc1ccc(C(=O)OCC(=O)Nc2ccc(F)cc2F)cc1OC	5	0	-16	-6	2	1	0	11
CCC(C)c1ccccc1OCCn1ccnc1 (configuration not stated)	7	-3	16	4	2	-2	-4	-4

Further compounds follow:
SMILES	CCR6 antagonist	APJ agonist	APJ antag	UBC13 polyUb	ATG4B inh	Gli-Sufu block	CXCR6 block	EBI2 block
CC(=O)Nc1ccc(C(=O)N2CCN(S(=O)(=O)c3ccc4c(c3)OCCCO4)CC2)cc1	-4	-4	19	10	9	-2	-6	-15
O=S(=O)(c1ccc2nc(N3CCN(c4ccccc4F)CC3)ccc2c1)N1CCCCC1	12	-6	6	43	8	23	9	11
COc1ccc(-c2cn(Cc3ccc(C(N)=O)cc3)c(-c3ccncc3)n2)cc1	-3	1	-13	5	-5	-73	-9	4
O=C1c2ccccc2C(=O)N1OCc1ccccc1	10	-3	6	-9	4	1	-1	-8
O=C(NCCN1C(=O)C2C3C=CC(C3)C2C1=O)NCc1ccccc1 (configuration not stated)	1	-3	22	-3	5	-15	-7	-3
CS(=O)(=O)Oc1ccc2c(c1)O/C(=C\c1cccc([N+](=O)[O-])c1)C2=O	-5	-1	-16	-5	-5	-1	0	7
CC(C)C[C@H]1CNC(=S)N1CC1CCCN1C[C@H](CC(C)C)N1C[C@H](Cc2ccccc2)N(CC2CCCCCC2)C1=S (some centres not stated)	22	·	·	·	·	-21	23	0
CCOC(=O)c1ccc(NC(=S)Nc2cccc(N)n2)cc1	9	-3	-13	8	-8	-33	-1	-10
Cn1c(Cn2nnc3ccccc32)nnc1SCC(=O)N1CCc2ccccc21	-1	-5	14	2	-1	3	-8	-2
COc1ccc(N2CCN(C(=S)NC(C)c3ccccc3)CC2)cc1 (configuration not stated)	10	-2	9	-2	-7	-10	-1	4
COc1ccccc1N=CC=C1OC(C)(C)C(C)(C)O1	2	0	1	4	-13	0	4	8
COc1ccccc1C(=O)NCCC(=O)N1CCCCC1	-9	2	-6	3	1	8	-2	-1
Cc1ccc(S(=O)(=O)Nc2c3ccccc3nc(=O)n2-c2ccccc2)cc1	-5	-7	8	4	-5	12	-5	-1
N#Cc1c(NC(=O)C2CCCO2)sc2c1CCCCCC2 (configuration not stated)	0	-1	-5	3	-6	-26	0	-8
CSCCC(NC(=O)c1ccco1)c1nc2ccccc2[nH]1 (configuration not stated)	4	1	25	7	-11	-16	-5	-8
CC1CN(C(=O)c2ccc(S(=O)(=O)Nc3cccc(C(F)(F)F)c3)cc2)CC(C)O1 (configuration not stated)	4	0	14	-3	1	7	-16	-5
CC(C)c1ccc(NC(=O)C2CC(=O)N(C(C)C)C2)cc1 (configuration not stated)	-9	3	-2	-12	-5	-9	-10	-4
Cc1ccc(Nc2nc(Cl)nc3ncn(C)c23)c(C)c1	7	·	·	·	-14	1	3	7
N#CCCn1[nH]c(-c2ccccc2)cc1=O	2	0	-17	-6	3	10	-1	-5
Cc1ccc(/C=C/C(=O)NCc2cccs2)o1	3	0	19	-1	9	-12	2	4
CCOc1cc(/C=C\c2nc(O)c([N+](=O)[O-])c(=O)[nH]2)ccc1OC(C)CC (configuration not stated)	15	-4	18	-8	-6	4	-2	6
CCCOc1ccc(CSc2ncn[nH]2)cc1	-9	1	5	-9	5	-52	-2	-2
CC(O)CN1CCN(C(=O)CN2C(=O)NC(c3ccccc3)(c3ccccc3)C2=O)CC1 (configuration not stated)	0	-3	11	5	1	-10	2	5
Cc1cccc(NC(=O)c2ccc3nc(N4CCOCC4)sc3c2)c1C	5	-1	-21	-8	-3	-9	-5	8
CCOc1ccc(NC(=O)CN(C)C(=O)c2c(-c3ccccc3Cl)noc2C)cc1OCC	4	5	4	2	-5	-2	1	6
COc1ccc(CNC(=O)COC(=O)/C=C/c2cccs2)cc1	0	-3	-10	1	28	-11	8	-5
O=C(Nc1ccc(F)c(Cl)c1)N1CCCC1	5	-2	8	-4	1	-8	10	-2
CC(C)C(NS(=O)(=O)c1ccccc1)C(=O)N1CCN(C(=O)c2ccco2)CC1 (configuration not stated)	9	15	1	-9	-4	0	-4	-10
Cc1onc(-c2c(Cl)cccc2Cl)c1C(=O)N=C(N)N1CCCC1	0	0	-17	-13	-6	2	-4	-1
CC(=O)N1CCOc2ccc(S(=O)(=O)Nc3ccc(Cl)cn3)cc21	1	-1	18	2	-1	1	1	-6
CN(C)S(=O)(=O)c1ccc(C(=O)OCC(=O)c2csc(N3CCCCC3)n2)cc1	11	0	-5	14	-43	-22	0	6
Cc1cccc(C)c1NC(=O)CSc1cc(C(=O)c2nccn2C)c2ccccc2n1	15	0	10	-12	4	0	-14	18
Oc1cc(-n2cccn2)c(O)cc1-n1cccn1	41	·	·	·	-2	7	-1	7
CCCC(=O)Nc1nc(C)c(-c2csc(Nc3ccc(Cl)cc3)n2)s1	10	-7	12	5	-4	-2	2	31
CC(=O)c1ccc(Nc2cc(C)nc3ncnn23)cc1	12	3	1	-2	1	31	-5	-9
CCOC(=O)N1CCC(NC(=O)CCC(=O)c2ccccc2)CC1	18	4	1	1	-9	-2	-3	3
Cc1ccc(/C=N/NC(=O)c2cccc(NC(=O)c3ccccc3Cl)c2)o1	2	-2	13	-14	-13	-11	9	4
COc1cc2c(cc1OC)C(c1ccccc1)N(C(=O)C(C)(C)C)CC2 (configuration not stated)	26	-2	16	1	5	6	12	2
Cc1cc(N/N=C/c2ccc(O)cc2O)nc(-c2ccccc2O)n1	-17	·	·	·	34	1	-6	3
COC(=O)c1c(NC(=O)c2cccnc2)sc(C)c1C	26	-2	6	-4	-4	4	-4	4
Cc1c(F)cccc1NS(=O)(=O)c1ccc2c(c1)c(=O)n(C)c(=O)n2C	9	-4	-24	0	-10	6	4	8
O=C(NC(Cc1ccccc1)C(=O)O)/C(=C/c1ccccc1)NC(=O)c1ccco1 (configuration not stated)	13	6	9	5	4	-11	-1	0
COc1cc(SC)ccc1C(=O)NCCc1c[nH]c2ccccc12	9	-3	11	17	-8	-17	4	7
Cc1ccc(C2CC(=O)NC(SCC(=O)Nc3nccs3)=C2C#N)cc1 (configuration not stated)	48	-1	6	-12	5	4	4	-2
O=C(COC(=O)c1ccc(N2CCOCC2)c([N+](=O)[O-])c1)Nc1ccc2c(c1)OCO2	10	5	19	-17	2	-5	10	-7
CCCOc1ccc(-c2c(C(=O)N/N=C/C3CCCCC3)nnn2-c2nonc2N)cc1	-11	16	-21	-6	5	0	-4	14
O=C(COC(=O)c1c2c(nc3ccccc13)CCCCC2)NCc1ccc2c(c1)OCO2	13	-3	5	12	-6	12	7	7
O=C(CCN1Cc2ccccc2C1)c1ccc2c(c1)OCCO2	8	-2	-5	8	-1	3	1	-5
COc1cc(C=O)ccc1OCC(=O)Nc1cccc(S(=O)(=O)N(C)c2ccccc2)c1	-20	7	-34	-2	-20	-8	-8	-6
Cc1csc(NC(=O)c2ccc3c(c2)OCO3)n1	2	-4	9	6	8	-78	1	-6
COc1ccc(C)cc1S(=O)(=O)Nc1cccc(SC)c1	0	-2	-2	10	-5	4	4	15
